Bioassay records from PubChem BioAssay.
Pemphigus Ab inh = human desmoglein-3 autoantibody binding inhibition. P32926. DSG3-coupled beads, scFv-anti-DSG3-GFP binding, flow cytometry; active compounds read low. binding (percent of control), % at 10 µM. 0.48% of 310,000 active;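 active = binding more than 3 SD below its plate's average and above zero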;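 note: hits lower antibody fragment binding to DSG3; some compounds called inactive have numbers as strong as hits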
Target sequence (P32926 whole entry, looked up, the tested form may be a part): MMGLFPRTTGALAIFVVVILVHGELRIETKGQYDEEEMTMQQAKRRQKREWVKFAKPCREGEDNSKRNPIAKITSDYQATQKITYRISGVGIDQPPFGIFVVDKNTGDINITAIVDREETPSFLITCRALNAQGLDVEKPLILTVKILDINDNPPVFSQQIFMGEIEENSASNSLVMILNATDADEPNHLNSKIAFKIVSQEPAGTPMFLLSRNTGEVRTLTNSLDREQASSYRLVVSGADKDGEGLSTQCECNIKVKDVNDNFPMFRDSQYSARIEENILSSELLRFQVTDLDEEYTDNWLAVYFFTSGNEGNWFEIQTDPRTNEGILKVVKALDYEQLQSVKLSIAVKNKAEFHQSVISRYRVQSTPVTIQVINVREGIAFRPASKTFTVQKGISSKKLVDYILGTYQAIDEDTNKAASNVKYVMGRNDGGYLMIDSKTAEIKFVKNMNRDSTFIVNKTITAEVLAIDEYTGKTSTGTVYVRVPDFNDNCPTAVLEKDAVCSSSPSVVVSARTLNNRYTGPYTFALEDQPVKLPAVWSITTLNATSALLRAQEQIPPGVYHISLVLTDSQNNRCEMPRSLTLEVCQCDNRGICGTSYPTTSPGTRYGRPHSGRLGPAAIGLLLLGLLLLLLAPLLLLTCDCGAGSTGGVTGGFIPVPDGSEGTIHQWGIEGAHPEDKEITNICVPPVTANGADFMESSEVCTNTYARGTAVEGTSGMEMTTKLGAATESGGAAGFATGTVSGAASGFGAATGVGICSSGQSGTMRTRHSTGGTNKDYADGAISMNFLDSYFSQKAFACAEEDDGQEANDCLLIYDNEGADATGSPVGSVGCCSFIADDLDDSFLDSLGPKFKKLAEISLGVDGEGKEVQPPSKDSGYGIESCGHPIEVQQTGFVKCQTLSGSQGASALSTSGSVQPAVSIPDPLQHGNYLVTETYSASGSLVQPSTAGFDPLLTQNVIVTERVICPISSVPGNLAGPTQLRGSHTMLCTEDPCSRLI
V-ATPase pHluor = alters yeast V-ATPase proton transport; response, % at 10 µM; S. cerevisiae, pHLuorin cytosolic pH fluorescence; 0.37% of 350,000 active; in the data active = response mostly above about 7.3%, no sharp cut-off; inactive = mostly below about 5.4%; note: actives read high; inactives centre near 0; some compounds called inactive have numbers as strong as hits; reference of the scale not given here
Wnt act = activates Wnt/beta-catenin signaling in a reporter cell assay | activator, plate reader | activation, % at 9.35 µM | 1.2% of 300,000 active | AID 743398; in the data active = activation above about 30%, passing the limit was not always enough;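 note: 0% = neutral control wells and 100% = positive control wells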
Numbers without * were called inactive; . = no result given. This is a subset. The share of hits here may be higher or lower than overall.

| entry | canonical_smiles | Pemphigus Ab inh | V-ATPase pHluor | Wnt act |
| --- | --- | --- | --- | --- |
| 1 | O=C(c1cccs1)N1C[C@H](n2cc(-c3ccc(F)cc3)nn2)[C@@H](O)C[C@@H]1c1ccc(Cl)cc1 | 100 | -1 | -1 |
| 2 | COc1ccccc1S(=O)(=O)N(C)C[C@H]1OCc2cnnn2CCCC(=O)N([C@@H](C)CO)C[C@@H]1C | 106 | -1 | -4 |
| 3 | O=S(=O)(NCc1nnnn1-c1ccc(F)cc1)c1ccc(F)cc1 | 98 | 1 | 1 |
| 4 | CCc1noc(C)c1C(=O)N1CCN(c2ccc([N+](=O)[O-])cc2)CC1 | 101 | -4 | -3 |
| 5 | Cc1ccc(S(=O)(=O)N2CCCC2CNC(=O)C(=O)NCc2ccc3c(c2)OCO3)cc1 (configuration not stated) | 105 | 0 | -3 |
| 6 | COCOCCn1cc(CN2CCS(=O)(=O)N(Cc3ccc(-c4cccc(N(C)C)c4)cc3)C(CC(C)C)C2=O)nn1 (configuration not stated) | 101 | 0 | 0 |
| 7 | CN(CC(=O)Nc1ccc(Cl)c(Cl)c1)C(=O)c1ccccc1SCC(=O)N1CCCC1 | 106 | 0 | -1 |
| 8 | COc1ccc([C@H]2C[C@@H](n3cc(-c4ccc(F)cc4)nn3)[C@H](O)CN2C(=O)C2CCCCC2)cc1 | 111 | -1 | -4 |
| 9 | CN(C)CCCN(C(=O)c1ccc(S(=O)(=O)N2CCCCCC2)cc1)c1nc2cc3c(cc2s1)OCO3 | 103 | 0 | -9 |
| 10 | CC(C)CC1C(=O)N(Cc2cn(CCC3OCCCO3)nn2)CCS(=O)(=O)N1Cc1ccc(-c2ccncc2)cc1 (configuration not stated) | 100 | 0 | -1 |
| 11 | COc1cccc(C(=O)N2CCCc3ccccc32)c1OC | 105 | -1 | -2 |
| 12 | Cc1ccc(C(=O)O)cc1NC(=O)CCc1c(C)noc1C | 107 | 0 | -3 |
| 13 | C[C@@H]1CN([C@@H](C)CO)C(=O)CCCn2nncc2CO[C@H]1CN(C)S(=O)(=O)c1cccs1 | 96 | 1 | -4 |
| 14 | CCOc1ccc(OCC(=O)NCCS(=O)(=O)N2CCN(c3ccccc3)CC2)cc1 | 103 | -1 | -2 |
| 15 | O=C(CC(=O)c1ccccc1)Nc1cccc([N+](=O)[O-])c1 | 95 | 1 | 2 |
| 16 | C[C@H](CO)N1C[C@H](C)[C@@H](CN(C)C(=O)C2CCCCC2)OCc2cnnn2CCCC1=O | 101 | 0 | -1 |
| 17 | COc1ccc(C=C2CCC3C(CCCC34OCCO4)C2=O)cc1 (configuration not stated) | 104 | 0 | -1 |
| 18 | O=C1CN(C(=O)COC(=O)c2cc(Cl)ccc2[N+](=O)[O-])c2ccccc2N1 | 109 | -5 | 2 |
| 19 | C[C@H](CO)N1C[C@H](C)[C@H](CN(C)C(=O)c2ccccn2)Oc2cc(C#Cc3ccc(F)cc3)ccc2S1(=O)=O | 110 | 0 | -1 |
| 20 | CCN1C(=O)C(CC(=O)NCCc2ccccc2)N(NC(=O)c2ccc(Br)cc2)C1=S (configuration not stated) | 96 | -2 | -2 |

Rewritten with two lines to a compound: 5 of the compounds above.
Each structure is followed by: Pemphigus Ab inh	V-ATPase pHluor	Wnt act
3) O=S(=O)(NCc1nnnn1-c1ccc(F)cc1)c1ccc(F)cc1
    98	1	1
4) CCc1noc(C)c1C(=O)N1CCN(c2ccc([N+](=O)[O-])cc2)CC1
    101	-4	-3
5) Cc1ccc(S(=O)(=O)N2CCCC2CNC(=O)C(=O)NCc2ccc3c(c2)OCO3)cc1 (configuration not stated)
    105	0	-3
6) COCOCCn1cc(CN2CCS(=O)(=O)N(Cc3ccc(-c4cccc(N(C)C)c4)cc3)C(CC(C)C)C2=O)nn1 (configuration not stated)
    101	0	0
7) CN(CC(=O)Nc1ccc(Cl)c(Cl)c1)C(=O)c1ccccc1SCC(=O)N1CCCC1
    106	0	-1

4 entries already listed, arranged by their value in Wnt act, largest number first:
entry	canonical_smiles	Pemphigus Ab inh	V-ATPase pHluor	Wnt act
18	O=C1CN(C(=O)COC(=O)c2cc(Cl)ccc2[N+](=O)[O-])c2ccccc2N1	109	-5	2
6	COCOCCn1cc(CN2CCS(=O)(=O)N(Cc3ccc(-c4cccc(N(C)C)c4)cc3)C(CC(C)C)C2=O)nn1 (configuration not stated)	101	0	0
10	CC(C)CC1C(=O)N(Cc2cn(CCC3OCCCO3)nn2)CCS(=O)(=O)N1Cc1ccc(-c2ccncc2)cc1 (configuration not stated)	100	0	-1
12	Cc1ccc(C(=O)O)cc1NC(=O)CCc1c(C)noc1C	107	0	-3

Additional structures:
| entry | canonical_smiles | Pemphigus Ab inh | V-ATPase pHluor | Wnt act |
| --- | --- | --- | --- | --- |
| 21 | C[C@H]1CN([C@@H](C)CO)C(=O)CCCn2nncc2CO[C@H]1CN(C)C(=O)c1ccc(N2CCN(C)CC2)cc1 | . | -2 | -3 |
| 22 | C[C@H]1CN([C@@H](C)CO)C(=O)CCCn2cc(nn2)CO[C@@H]1CN(C)C(=O)Nc1ccc(N2CCCCC2)cc1 | 101 | -2 | -1 |
| 23 | CC(C)CC1NC(=O)c2cc3ccccc3cc2-n2c1nc1ccc(Cl)cc1c2=O (configuration not stated) | 104 | -1 | -3 |
| 24 | CCCCCCNC(=O)OC12CN(C(=O)OC(C)C)N(C(=O)OC(C)C)CC1(O)CN(S(=O)(=O)c1ccc(C)cc1)C2 (configuration not stated) | 110 | 1 | -3 |
| 25 | CCCCCC(=O)N1C[C@@H](O)[C@H](n2cc(-c3ccc(F)cc3)nn2)C[C@@H]1c1ccc(Cl)cc1 | 105 | 2 | -3 |
| 26 | Cc1cc(C)n2nc(C(=O)OCC(=O)NC3CCS(=O)(=O)C3)nc2n1 (configuration not stated) | 102 | -1 | -1 |
| 27 | C[C@@H]1CN([C@@H](C)CO)C(=O)CCCn2nncc2CO[C@H]1CN(C)S(=O)(=O)c1ccc(Cl)cc1 | 99 | 2 | -1 |
| 28 | O=C(c1cc(C2CC2)nn1-c1ccccc1)N1CCN(S(=O)(=O)c2ccc(F)cc2)CC1 | 104 | 1 | 3 |
| 29 | CCc1ccc(N2CC(C(=O)N(CC)CC(=O)Nc3c(F)cccc3F)CC2=O)cc1 (configuration not stated) | 109 | -5 | 0 |
| 30 | O=C(NCCN1CCOCC1)C1CCN(S(=O)(=O)c2ccccc2)CC1 | 101 | 1 | -2 |
| 31 | C[C@H](CO)N1C[C@H](C)[C@H](CN(C)C(=O)c2ccncc2)OCc2ccccc2-c2c(n(C)c3ccccc23)C1=O | 103 | 1 | -2 |
| 32 | COc1ccc(CN2CCC[C@]3(N[C@H](c4ccccc4)[C@@H]4C(=O)N(Cc5ccccc5)C(=O)[C@@H]43)C2=O)cc1 | 108 | -2 | 1 |
| 33 | Cc1c(NC(=O)c2cccc(NC(=O)Cc3ccccc3Cl)c2)c(=O)n(-c2ccccc2)n1C | 103 | -1 | -3 |
| 34 | COc1cccc(/C=C/C(=O)OCC(=O)c2ccc[nH]2)c1 | 107 | 1 | -2 |
| 35 | CC(=O)c1ccc(OCc2cc(C(=O)N(C)CC3COc4ccccc4O3)no2)cc1 (configuration not stated) | 103 | 1 | 21 |
| 36 | CC1(CCc2ccccc2)NC(=O)N(CC(=O)N2CCc3ccccc32)C1=O (configuration not stated) | 98 | 0 | 1 |
| 37 | CCN(C(=O)c1ccc(NC(=O)C2CCCCC2C(=O)O)cc1)c1ccccc1 (configuration not stated) | 99 | 1 | -4 |
| 38 | Cc1ccc(C)c2c1CCC(=Cc1ccccc1[N+](=O)[O-])C2=O | 106 | -1 | -7 |
| 39 | COc1ccc(C(O)c2cnc(C)n2Cc2ccccc2)cc1 (configuration not stated) | 106 | 0 | -2 |
| 40 | COc1ccc(CN2CCC[C@]3(N[C@H](c4ccc(C(F)(F)F)cc4)[C@@H]4C(=O)N(Cc5ccccc5)C(=O)[C@@H]43)C2=O)cc1 | 103 | 1 | -5 |
| 41 | Cn1c(=NN=Cc2ccccc2OCCO)sc2ccccc21 | 110 | 1 | 43* |
| 42 | CCC(C)N(C(=O)COC(=O)c1ccc(N)c([N+](=O)[O-])c1)C1CCS(=O)(=O)C1 (configuration not stated) | 101 | -2 | -2 |
| 43 | C[C@@H]1CN([C@@H](C)CO)C(=O)CCCn2nncc2CO[C@H]1CN(C)S(=O)(=O)c1ccc(Oc2ccccc2)cc1 | 108 | 0 | 0 |
| 44 | CCCNC(=S)NC1CC2CCCC(C1)N2Cc1ccccc1OC (configuration not stated) | 105 | -1 | -2 |
| 45 | CCC1NC(=O)c2cccnc2-n2c1nc1cc(C)cc(C)c1c2=O (configuration not stated) | 104 | 1 | -1 |
| 46 | C[C@H](CO)N1C[C@H](C)[C@@H](CN(C)C(=O)Nc2ccccc2F)OCc2cnnn2CCCC1=O | 95 | -2 | -1 |
| 47 | COc1ccc(C)cc1NC(=O)NC1CC(=O)N(c2ccc3c(c2)OCCO3)C1 (configuration not stated) | 101 | -1 | 0 |
| 48 | COc1ccc(CN2CCC[C@]3(N[C@H](c4ccc(C)cc4)[C@@H]4C(=O)N(Cc5ccccc5)C(=O)[C@@H]43)C2=O)cc1 | 109 | -2 | -1 |
| 49 | C[C@H](CO)N1C[C@H](C)[C@@H](CN(C)S(=O)(=O)c2cccc(C#N)c2)OCc2cn(nn2)CCCC1=O | 106 | 5 | -1 |
| 50 | Cc1ccc(-c2cc3nc(-c4ccccc4)cc(NCCCO)n3n2)cc1 | 95 | -1 | -1 |
| 51 | O=C(O)C1(C(=O)O)CCC2(CCCCC2)CC1 | 106 | 5 | -1 |
| 52 | C[C@@H]1CN([C@H](C)CO)C(=O)CCCn2nncc2CO[C@H]1CN(C)Cc1ccc(C(=O)O)cc1 | 99 | -1 | -1 |
| 53 | CC(=O)Nc1ccc(S(=O)(=O)CC(=O)CS(=O)(=O)c2ccc(NC(C)=O)cc2)cc1 | 105 | 0 | 0 |
| 54 | O=[N+]([O-])c1ccc2oc(/C=C/c3ccc(O)cc3)nc2c1 | 99 | 4 | 11 |
| 55 | O=C(c1ccc(CS(=O)c2ccc(Br)cc2)o1)N1CCN(C2CCCCC2)CC1 (configuration not stated) | 105 | 79* | 2 |
| 56 | C=CCn1nc(C(=O)OCC)cc1-c1sc(NC(=O)c2ccccc2)nc1C | 102 | 1 | -2 |
| 57 | Cc1noc(C)c1C(=O)OCC(=O)Nc1cccc(F)c1 | 99 | 3 | -2 |
| 58 | CCOC(=O)C1(C(=O)OCC)C(C)CC(=O)N1c1ccccc1OC (configuration not stated) | 103 | 2 | -4 |
| 59 | CCCCN(C(=O)CC1CCCCC1)c1c(N)n(CCCC)c(=O)[nH]c1=O | 107 | 2 | -3 |
| 60 | COc1ccc(NC(=S)Nc2ccc(S(=O)(=O)N3CCCCC3)cc2)cc1 | 102 | -2 | 4 |

Looked up above:
In V-ATPase pHluor, `COc1ccc(NC(=S)Nc2ccc(S(=O)(=O)N3CCCCC3)cc2)cc1` has -2
In Wnt act, `CCCCCC(=O)N1C[C@@H](O)[C@H](n2cc(-c3ccc(F)cc3)nn2)C[C@@H]1c1ccc(Cl)cc1` has -3
In Wnt act, `COc1cccc(C(=O)N2CCCc3ccccc32)c1OC` has -2
In Pemphigus Ab inh, `COc1ccc(CN2CCC[C@]3(N[C@H](c4ccccc4)[C@@H]4C(=O)N(Cc5ccccc5)C(=O)[C@@H]43)C2=O)cc1` has 108
In V-ATPase pHluor, `C[C@@H]1CN([C@@H](C)CO)C(=O)CCCn2nncc2CO[C@H]1CN(C)S(=O)(=O)c1ccc(Oc2ccccc2)cc1` has 0
In Pemphigus Ab inh, `COc1cccc(/C=C/C(=O)OCC(=O)c2ccc[nH]2)c1` has 107

(next part)
| entry | canonical_smiles | Pemphigus Ab inh | V-ATPase pHluor | Wnt act |
| --- | --- | --- | --- | --- |
| 61 | O=[N+]([O-])c1ccc(CN2CC(N3CCC(Cc4ccccc4)CC3)CS2(=O)=O)cc1 (configuration not stated) | 110 | 0 | -4 |
| 62 | COc1cc(C(=O)NCC(c2cccs2)N2CCOCC2)ccc1OCc1ccc(Cl)cc1 (configuration not stated) | 99 | 0 | -5 |
| 63 | Cc1ccc(CNC(=O)CN2NS(=O)(=O)c3ccccc3C2=O)cc1 | 106 | 0 | -1 |
| 64 | CC1(C)CC(Cc2ccc(C(=O)c3ccccc3)cc2)N(C(=O)OC(C)(C)C)N1 (configuration not stated) | 97 | -2 | 0 |
| 65 | CS(=O)(=O)N1CCC(C(=O)Nc2ccc(Cl)cc2Cl)CC1 | 102 | 0 | 0 |
| 66 | O=C(OCc1cn([C@H]2C[C@H](c3ccc(Cl)cc3)N(C(=O)c3cccs3)C[C@@H]2O)nn1)c1ccccc1 | 103 | 1 | -2 |
| 67 | COCC(C)n1c(SCC(=O)Nc2cccnc2Cl)nc2ccccc2c1=O (configuration not stated) | 102 | 0 | -6 |
| 68 | Cc1noc(C)c1C(=O)N(C)C[C@@H]1OCc2ccccc2-c2c(n(C)c3ccccc23)C(=O)N([C@H](C)CO)C[C@H]1C | 100 | 3 | -2 |
